# Compound activity from PubChem BioAssay.
# 697 NFkB inh: inhibitors of PMA/ionomycin-induced NF-kB reporter, 697 cells, primary screen, B-cell NF-kB inhibitor project, cell-based, luminescence, uHTS | inhibition, % at 4 µM | 697 B-cell NF-kB luciferase reporter, 16 h | AID 435022, 2010 | hit rate 0.33% among 330,000; in the data active = inhibition above about 35%
# Jurkat NFkB inh: inhibitors of induced NF-kB luciferase reporter, primary screen, TCR NF-kB activation inhibitor project, cell-based, luminescence, uHTS; Jurkat, PMA/ionomycin-induced NF-kB luciferase reporter; inhibition, % at 4 µM; hit rate 0.53% among 330,000; in the data active = inhibition above about 50%
# EBI2 block: EBI2 receptor antagonists, beta-arrestin recruitment, primary screen, cell-based, luminescence, 7a,25-OHC stimulation, uHTS; G-protein coupled receptor 183 (Homo sapiens), P32249; 7a,25-OHC stimulated; inhibition, % at 5 µM; hit rate 0.81% among 360,000; AID 651636, 2012; in the data active = inhibition above about 38%;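 note: enzyme fragment complementation signal reports receptor beta-arrestin coupling in cells; 0% = agonist plus DMSO wells and 100% = wells without agonist; some results beyond the cut were filed as inactive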
# Target sequence (P32249 whole entry, looked up, the tested form may be a part): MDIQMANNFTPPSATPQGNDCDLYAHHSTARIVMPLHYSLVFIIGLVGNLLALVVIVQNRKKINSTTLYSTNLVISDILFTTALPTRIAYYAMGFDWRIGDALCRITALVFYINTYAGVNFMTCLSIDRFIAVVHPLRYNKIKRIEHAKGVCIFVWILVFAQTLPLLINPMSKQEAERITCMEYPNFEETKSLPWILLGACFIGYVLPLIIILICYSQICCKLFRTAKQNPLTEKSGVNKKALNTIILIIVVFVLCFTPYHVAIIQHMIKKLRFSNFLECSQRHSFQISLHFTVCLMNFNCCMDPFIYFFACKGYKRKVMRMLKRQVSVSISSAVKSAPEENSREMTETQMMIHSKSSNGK
# Gli-Sufu block: Gli-Sufu pathway antagonists, primary screen, luciferase luminescence, Sufu-KO-LIGHT cells, uHTS. hit rate 0.74% among 340,000. Sufu-KO-LIGHT fibroblasts, Gli luciferase reporter luminescence. AID 588413, 2011. inhibition, % at 5 µM;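 active = inhibition above about 55%, limit read from the data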;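 note: 0% = DMSO-treated cells and 100% = wells with medium but no cells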
# XBP1 UPR activ: activators of adaptive XBP1 UPR arm, primary screen, cell-based, CHO-XBP1 luciferase reporter, luminescence, uHTS | IRE1-XBP1 UPR activation; percent of tunicamycin response, DMSO as zero | activation, % at 20 µM | hit rate 0.33% among 330,000;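 active = versus positive control, 20 µM dose yields 30% or more activation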;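 note: 100% = tunicamycin at 10 µg/mL and 0% = DMSO only wells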
#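 Material – CHO cell line with stable XBP1 luciferase reporter · Buffer or medium – F12 plus 10% FBS · Compound – single point, 20 µM final compound, 1% DMSO · Schedule – 16-18 h cell attachment at 37 °C, then 6 h compound exposure · Signal – Steady-Glo luminescence read · Benchmarks – high control tunicamycin 10 µg/mL final, low control DMSO vehicle only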
# CCR6 antag: CCR6 receptor antagonists, primary screen, cell-based, CHO-K1, luminescence, beta-arrestin, uHTS. hit rate 0.49% among 340,000. CHO-K1 CCR6 PathHunter beta-arrestin, CCL20-stimulated. inhibition, % at 20 µM;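 active = compounds whose inhibition of the agonist-driven luminescence signal at 20 µM reaches about 50%, limit read from the data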;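 note: cells stimulated with CCL20 at 14 nM final; plate controls were DMSO with CCL20 for no effect and DMSO without agonist for full effect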
# Target sequence (P51684 whole entry, looked up): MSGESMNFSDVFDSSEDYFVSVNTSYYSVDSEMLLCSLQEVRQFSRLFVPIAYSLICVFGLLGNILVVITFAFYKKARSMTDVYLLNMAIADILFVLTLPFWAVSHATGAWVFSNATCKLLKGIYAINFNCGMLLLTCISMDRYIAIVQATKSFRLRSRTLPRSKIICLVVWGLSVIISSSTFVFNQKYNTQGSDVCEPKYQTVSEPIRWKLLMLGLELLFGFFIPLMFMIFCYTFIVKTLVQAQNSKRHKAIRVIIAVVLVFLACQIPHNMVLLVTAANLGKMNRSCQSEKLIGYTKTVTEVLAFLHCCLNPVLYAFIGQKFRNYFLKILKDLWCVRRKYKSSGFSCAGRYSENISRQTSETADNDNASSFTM
# UPR CHOP act: activators of apoptotic CHOP UPR arm, primary screen, cell-based, CHO-CHOP luciferase reporter, luminescence, uHTS. UPR activation; percent of tunicamycin response over DMSO baseline. activation, % at 10 µM. hit rate 0.34% among 330,000. AID 449763, 2010;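 active = at 10 µM dose, activation of 40% or more, normalized to positive control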;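 note: 100% = tunicamycin at 10 µg/mL and 0% = DMSO alone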
#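 measured by = luciferase luminescence | assay system = CHO-CHOP cells, stable luciferase reporter of PERK-eIF2a-CHOP signalling | amount = 500 reporter cells seeded per well | timing = 6 h compound exposure at 37 °C after overnight seeding | controls = positive tunicamycin 10 µg/mL, negative DMSO alone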
# CXCR6 inh: CXCR6 receptor inhibitors, primary screen, cell-based, beta-arrestin, luminescence, CHO-K1 PathHunter, 1536-well. hit rate 0.36% among 360,000. inhibition, % at 20 µM; in the data active = inhibition above about 34%, passing the limit was not always enough;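 note: antagonist mode with CXCL16 agonist at 10 nM final; 0% = 10 nM CXCL16 with DMSO and 100% = unstimulated wells without agonist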
# Mdm2 MdmX PPI: inhibitors of human Mdm2-MdmX association, primary screen, cell-based, luminescence, split luciferase, SaOS-2, uHTS; inhibition, % at 8 µM; hit rate 3% among 330,000; SaOS-2 split-luciferase Mdm2/MdmX complementation; AID 485346, 2010; Protein Mdm4 (Homo sapiens) + E3 ubiquitin-protein ligase Mdm2 (Homo sapiens), …;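 active = inhibition of at least 50% at 8 µM in the primary screen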
# Starred values were filed as active, the others as inactive; . = no result given.
# A first look:
SMILES,697 NFkB inh,Jurkat NFkB inh,EBI2 block,Gli-Sufu block,XBP1 UPR activ,CCR6 antag,UPR CHOP act,CXCR6 inh,Mdm2 MdmX PPI
O=C(O)CCCC(=O)N1CC(=O)Nc2ccccc21,20,12,-11,16,1,-12,-0.6,-2,14
COc1ccc(NC(=O)N2CCN(C(=O)C(Cc3ccc(F)cc3)NC(C)=O)CC2)cc1 (stereo unspecified),5,6,-2,34,1,-3,2.0,1,13
CN1CCN(CCC(=O)N/N=C/c2cc([N+](=O)[O-])ccc2O)CC1,27,-1,5,4,-2,27,2.9,10,-3

# This part in full, from the first entry:
SMILES,697 NFkB inh,Jurkat NFkB inh,EBI2 block,Gli-Sufu block,XBP1 UPR activ,CCR6 antag,UPR CHOP act,CXCR6 inh,Mdm2 MdmX PPI
O=C(O)CCCC(=O)N1CC(=O)Nc2ccccc21,20,12,-11,16,1,-12,-0.6,-2,14
COc1ccc(NC(=O)N2CCN(C(=O)C(Cc3ccc(F)cc3)NC(C)=O)CC2)cc1 (stereo unspecified),5,6,-2,34,1,-3,2.0,1,13
CN1CCN(CCC(=O)N/N=C/c2cc([N+](=O)[O-])ccc2O)CC1,27,-1,5,4,-2,27,2.9,10,-3
COc1cccc2c1C(=O)CC2NC(=O)C(F)(F)F (stereo unspecified),9,-3,-12,-3,-1,-1,-1.4,0,-14
CC1CCCN(S(=O)(=O)c2cc(C(=O)NCc3ccco3)ccc2Cl)C1 (stereo unspecified),-9,-6,1,-3,-1,19,0.2,9,9
Cc1ccc(C)c(S(=O)(=O)N2CCN(CC(=O)NC(C)c3ccccc3)CC2)c1 (stereo unspecified),-21,-8,13,-1,-2,10,-2.3,5,-21
Cc1ccc(NC(=O)C2CCCN2C(=O)NC2CCCCC2)cc1 (stereo unspecified),13,7,-2,1,1,-2,0.6,-4,10
CC(C)Nc1nc2nonc2nc1Nc1ccccc1,10,-7,5,14,-2,10,0.0,1,21
COc1ccccc1N1CCN(S(=O)(=O)c2cc3c(cc2C)NC(=O)CO3)CC1,2,-4,0,6,-3,3,1.2,-3,-11
CCOc1ccc2ccccc2c1/C=N/NC(=O)c1cc(C)[nH]n1,-2,-21,8,32,-1,18,0.8,-7,1
CCCC1C(=O)N(c2ccccc2)C1c1ccccc1 (stereo unspecified),-2,-16,22,6,-4,22,0.1,11,-6
CCOc1cc(/C=C2\N=C(SC)SC2=O)cc([N+](=O)[O-])c1OC(C)=O,16,-1,2,-3,0,32,0.6,42*,3
NS(=O)(=O)c1ccc(CNc2ncnc3sccc23)cc1,-3,12,-4,-12,-1,-1,-0.5,5,-7
O=C(CCC(=O)N(CC(=O)NC1CCCCC1)c1ccc2c(c1)OCO2)Nc1ccccn1,9,-2,4,-2,0,2,1.0,1,8
Cc1cccc(C(=O)Nc2cccc(C(=O)NC3CCCC3)c2)c1,-13,-1,-11,-5,1,-3,0.4,-10,-3
O=C(CCn1c(=O)oc2ccccc21)NCCCN1CCN(c2ccc(F)cc2)CC1,10,0,-12,2,0,3,-1.0,3,5
COc1ccc(CCNc2ncnc3c2oc2ccccc23)cc1OC,47*,62*,-17,73*,2,1,5.0,-6,19
COC(=O)C1CSC(C)(C)C(=O)N1 (stereo unspecified),22,3,3,-4,3,15,-1.8,-4,19
Cc1nc([N+](=O)[O-])c(C(=O)OCc2ccc(C#N)cc2)n1C,4,-5,-2,0,2,-4,-0.5,-5,22
CC(C)c1ccc(NCCC(=O)c2cccs2)cc1,-114,-70,0,-1,1,11,4.9,2,3
CCN(C(=O)COC(=O)C1CCN(S(=O)(=O)c2ccc3c(c2)OCCO3)CC1)C1CCS(=O)(=O)C1 (stereo unspecified),-18,9,1,-9,1,2,-0.5,-4,-1
COc1cc(OC)c(OC)cc1CN1CCN(c2ccc(F)cc2)CC1,14,2,-9,3,0,2,0.6,-1,9
O=S(=O)(c1ccccc1)N1CCN=C1SCc1cccnc1,-33,5,-7,-1,0,-9,-1.5,-10,-1
CCCCCC1CC1C(=O)N/N=C/c1ccc(N(C)C)cc1 (stereo unspecified),-3,2,20,-26,-2,-13,2.5,7,13
CCOc1ccc(NS(=O)(=O)c2ccc(C(=O)NCC(c3ccccc3OC)N3CCCC3)cc2)cc1 (stereo unspecified),5,-1,-1,15,-3,10,1.3,2,38

# Shown with bars between the fields: three of the compounds above.
SMILES | 697 NFkB inh | Jurkat NFkB inh | EBI2 block | Gli-Sufu block | XBP1 UPR activ | CCR6 antag | UPR CHOP act | CXCR6 inh | Mdm2 MdmX PPI
Cc1nc([N+](=O)[O-])c(C(=O)OCc2ccc(C#N)cc2)n1C | 4 | -5 | -2 | 0 | 2 | -4 | -0.5 | -5 | 22
CC(C)c1ccc(NCCC(=O)c2cccs2)cc1 | -114 | -70 | 0 | -1 | 1 | 11 | 4.9 | 2 | 3
CCN(C(=O)COC(=O)C1CCN(S(=O)(=O)c2ccc3c(c2)OCCO3)CC1)C1CCS(=O)(=O)C1 (stereo unspecified) | -18 | 9 | 1 | -9 | 1 | 2 | -0.5 | -4 | -1

# Going on with the list.
SMILES,697 NFkB inh,Jurkat NFkB inh,EBI2 block,Gli-Sufu block,XBP1 UPR activ,CCR6 antag,UPR CHOP act,CXCR6 inh,Mdm2 MdmX PPI
COc1cccc(N2C(=O)CC(Sc3nc(C)cc(C)n3)C2=O)c1 (stereo unspecified),3,-5,1,7,-2,4,-1.3,0,5
O=C(Nc1ccc(OCc2ccccc2)cc1)Nc1ccccc1C(=O)NCCCN1CCOCC1,-9,-15,9,-2,3,3,2.2,5,-5
O=C(C1CCN(S(=O)(=O)c2ccccc2)CC1)N1CCN(c2ccccc2F)CC1,17,11,10,-3,-2,5,-1.4,0,-10
O=C1/C(=C/c2ccc(F)cc2)SC(=S)N1Nc1ncc(C(F)(F)F)cc1Cl,19,0,-7,0,2,14,1.4,0,11
CN(C)CCCSc1nc(-c2ccccc2)nc2c1CCC2,-8,-8,3,17,-1,22,-1.4,2,-22
O=C(CSc1nc(-c2ccc(F)cc2)cc(C(F)(F)F)n1)NCc1ccco1,-14,11,2,-4,-1,3,-0.2,8,-1
COC(=O)NC(=S)Nc1ccc(Oc2ccc(Cl)cc2)c(Cl)c1,11,15,21,0,1,25,-0.5,19,27
CCOC(=O)/C=C1\SCC(=O)N1CC(=O)NCCOC,-7,-6,7,-2,0,4,0.2,8,10
Cc1[nH]c(=S)c(C#N)c(C)c1CC(=O)c1ccc(Br)cc1,-1,15,-4,4,-6,6,-0.1,2,32
COc1ccc(/C=N/n2cc(-c3ccc(OC)cc3)nc2N)cc1,5,4,-4,1,-2,10,5.8,2,16
CN(C)S(=O)(=O)c1ccc(N2CCCC2)c(C(=O)Nc2nc(-c3ccc(F)c(F)c3)cs2)c1,-16,-5,2,-2,3,1,3.2,-3,35
CCc1nc2oc3ccccc3c(=O)c2c(=O)n1CCOC,-5,-6,-11,3,-1,7,-0.1,-2,4
CCn1c(CSc2nc3ccccc3s2)nnc1SCC(=O)c1ccc(Cl)cc1,15,10,11,-4,2,29,-2.5,-3,13
Cc1ccc2c(c1)c(Sc1ccccc1)c(CC(=O)O)n2C,-3,13,-6,7,1,1,0.9,1,-23
Cc1cc(C)c(C#N)c(SCC(=O)Nc2nnc(-c3ccccc3)s2)n1,-3,-10,-2,-2,-3,21,-1.0,-4,18
O=S(=O)(c1ccc(N2CCOCC2)nc1)N1CCOCC1,6,-9,6,-1,-1,-4,-1.3,4,11
O=C(Nc1ccccc1)C1=C[C@@H](c2coc3ccccc3c2=O)C[C@@H](OCCCCO)O1,0,0,2,2,-2,11,-0.1,-1,-2
Cc1nc(NC(=S)NC(=O)c2ccccc2)sc1C(=O)N(C)C,-2,-7,-14,-8,-2,0,0.1,7,-10
COCCn1c(SCC(=O)Nc2sccc2C(N)=O)nc2cc(Cl)ccc2c1=O,-28,7,-2,11,-3,-11,1.1,-1,34
CCC(NC(=S)NC1CCCCC1)c1ccc(C(C)C)cc1 (stereo unspecified),-40,29,5,.,-1,.,0.5,-3,31
O=C(NCCO)c1nc(NCCO)c2ccccc2n1,-13,-4,-12,-1,-1,10,0.6,-4,18
CCOc1cc2[nH]c(=O)n(CCCCC(=O)N3CCCCCC3)c(=O)c2cc1OCC,-64,-1,1,1,1,11,-0.2,-2,11
CCOc1ccc(C(=O)NCC(=O)NNC(=O)C2COc3ccccc3O2)cc1OCC (stereo unspecified),-24,5,7,-8,-4,6,0.1,4,3
CC(=O)CS(=O)(=O)c1ccc(Oc2ccc(S(=O)(=O)CC(C)=O)cc2)cc1,14,4,-3,4,-2,6,-0.8,1,-4
CC(OC(=O)CCN1C(=O)c2cccc([N+](=O)[O-])c2C1=O)C(=O)Nc1cc(Cl)cc(Cl)c1 (stereo unspecified),-9,2,-3,-2,-1,-1,1.0,4,3
O=C(c1ccc2ccccc2c1)C1CCCN(C(=O)c2cnccn2)C1 (stereo unspecified),15,2,-8,-1,-2,6,-0.5,-5,-13
CN(CCOC(=O)c1ccccc1)Cc1ccccc1,-22,2,-4,-4,0,4,-2.2,-2,1
Cc1c(NC(=O)CSc2nnc(C(C)Oc3ccc(Cl)cc3)n2-c2ccccc2)c(=O)n(-c2ccccc2)n1C (stereo unspecified),7,7,8,1,-1,2,-0.9,6,31

# One compound at a time, from the list above. Screens in order: 697 NFkB inh | Jurkat NFkB inh | EBI2 block | Gli-Sufu block | XBP1 UPR activ | CCR6 antag | UPR CHOP act | CXCR6 inh | Mdm2 MdmX PPI
# Record of O=C(C1CCN(S(=O)(=O)c2ccccc2)CC1)N1CCN(c2ccccc2F)CC1 → 17 | 11 | 10 | -3 | -2 | 5 | -1.4 | 0 | -10
# Record of O=C(Nc1ccccc1)C1=C[C@@H](c2coc3ccccc3c2=O)C[C@@H](OCCCCO)O1 → 0 | 0 | 2 | 2 | -2 | 11 | -0.1 | -1 | -2
